LEDGF integ inh – blocks HIV-1 LEDGF/p75-dependent DNA integration | TR-FRET IN-LEDGF/p75 DNA integration, Eu/Cy5 | inhibition, % at 3.7 µM | 370,000 tested, 0.64% active;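 active = inhibition above the screen-wide mean plus 3 SD, cut at about 13% in these data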;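 also: signal is the Cy5 over europium emission ratio at 671 and 618 nm; 0% = plate median of compound wells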
HTRA1 inhibitor – HTRA1 (human) protease inhibition; Q92743; recombinant HTRA1, FP-rhodamine activity-based probe, fluorescence polarization; inhibition, % at 5.96 µM; 340,000 tested, 0.5% active; in the data active = inhibition above about 36%;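 also: 0% = enzyme with DMSO and 100% = wells lacking enzyme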
rCAG binder – r(CAG) repeat RNA binding. TO-PRO-1 dye displacement fluorescence. inhibition, % at 3 µM. 370,000 tested, 1.3% active;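 active = inhibition above the plate cutoff, the mean of all test compounds on that plate plus 3 SD, cut at about 35% in these data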;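 also: 0% = DMSO alone and 100% = 100 µM mitoxantrone as full dye displacement; higher means more dye released from RNA so lower well fluorescence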
TDP2 inh – TDP2 (human) inhibition, absorbance primary screen. inhibition, % at 12.8 µM. 370,000 tested, 0.34% active. recombinant TDP2, T5PNP hydrolysis, p-nitrophenol absorbance 415 nm. O95551;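 active = inhibition above the mean of all tested compounds plus 3 SD, set per campaign, cut at about 25% in these data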;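 also: 0% = DMSO with enzyme and 100% = buffer with substrate but no TDP2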
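System: recombinant human TDP2 / Amount: 120 nM TDP2 per well / Also added: 5 mM T5PNP chromogenic substrate / Doses: 12.8 µM single point, 1% DMSO / Incubation: 2 h at 37 °C / Detection: p-Nitrophenol epi absorbance / Evaluation: % inhibition relative to enzyme-containing and enzyme-free wells / Repeats: singlicate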
PG9 binder – PG9 antibody binding by small molecule | inhibition, % at 6.7 µM | 360,000 tested, 0.43% active | TR-FRET gp120-PG9 antibody binding; in the data active = inhibition above about 8.5%
SIAE inh – blocks human sialic acid acetylesterase. AID 1053197. 370,000 tested, 0.69% active. inhibition, % at 9.66 µM. SIAE FP-Rh probe binding, fluorescence polarization. Q9HAT2;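 active = inhibition above a cutoff: mean of compounds within the control limits plus 3 SD of those, cut at about 17% in these data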;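 also: 0% = plate median of compound wells and 100% = probe without SIAE protein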
PRMT1 FP inh – blocks human protein arginine methyltransferase 1 | Q99873 | recombinant PRMT1, activity-based probe fluorescence polarization | inhibition, % at 2.79 µM | 370,000 tested, 1.3% active | AID 652257;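 active = inhibition above about 21% made by adding two undisclosed values, limit read from the data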
NR1D1 modulator – modulates human Rev-erb alpha binding to DNA. Rev-erbα–FITC-DNA binding, fluorescence polarization, 90 min. 370,000 tested, 0.79% active. activity, % at 10 µM. AID 1259318. P20393;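 active = activity above about 14%, limit read from the data; passing the limit was not always enough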;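 also: 0% = DMSO wells with 35 nM protein and 100% = DMSO wells with 750 nM protein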
Target sequence (P20393 whole entry, looked up): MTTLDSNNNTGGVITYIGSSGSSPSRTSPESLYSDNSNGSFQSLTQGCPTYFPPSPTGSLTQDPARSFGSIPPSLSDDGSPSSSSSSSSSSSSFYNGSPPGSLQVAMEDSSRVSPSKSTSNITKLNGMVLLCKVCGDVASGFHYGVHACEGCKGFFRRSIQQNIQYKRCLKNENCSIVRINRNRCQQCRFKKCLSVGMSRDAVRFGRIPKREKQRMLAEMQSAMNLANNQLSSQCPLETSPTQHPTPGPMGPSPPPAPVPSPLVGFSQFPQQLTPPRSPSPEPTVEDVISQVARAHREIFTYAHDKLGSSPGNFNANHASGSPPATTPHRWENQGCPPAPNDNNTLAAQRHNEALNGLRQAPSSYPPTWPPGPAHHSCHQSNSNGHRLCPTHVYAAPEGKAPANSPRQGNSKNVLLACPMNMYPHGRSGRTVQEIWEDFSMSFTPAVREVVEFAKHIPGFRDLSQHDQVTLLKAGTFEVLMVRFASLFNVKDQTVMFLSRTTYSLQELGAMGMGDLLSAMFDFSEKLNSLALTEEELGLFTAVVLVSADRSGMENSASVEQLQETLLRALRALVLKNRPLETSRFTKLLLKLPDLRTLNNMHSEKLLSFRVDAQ
mABHD4 FP – ABHD4 (mouse) inhibition, primary FP screen; purified mABHD4, FP-Rh probe fluorescence polarization; inhibition, % at 8.92 µM; 370,000 tested, 0.54% active; AID 720543;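 active = inhibition exceeding the mean over every tested compound plus 3 SD, cut at about 30% in these data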;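 also: 0% = plate median of compound wells and 100% = S159A mutant with DMSO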
Target sequence (Q8VD66 whole entry, looked up): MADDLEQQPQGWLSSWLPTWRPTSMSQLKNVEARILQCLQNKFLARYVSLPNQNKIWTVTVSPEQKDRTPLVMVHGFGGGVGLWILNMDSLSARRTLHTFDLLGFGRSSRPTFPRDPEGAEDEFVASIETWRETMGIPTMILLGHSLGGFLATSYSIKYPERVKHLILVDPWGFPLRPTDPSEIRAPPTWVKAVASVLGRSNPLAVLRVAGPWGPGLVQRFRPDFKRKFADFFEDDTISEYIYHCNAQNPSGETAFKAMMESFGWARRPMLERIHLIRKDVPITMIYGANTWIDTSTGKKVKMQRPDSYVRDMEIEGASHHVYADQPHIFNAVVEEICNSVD
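System: mouse ABHD4 enzyme, wild type / Medium: HEPES pH 7.0, NaCl, Pluronic buffer / Reagent: FP-Rh activity-based fluorescent probe / Control set: S159A mutant high control, sample median low control / Detection: fluorescence polarization with parallel and perpendicular emission, 525/598 nm / Schedule: 45 min + 60 min at 25 °C / Compound dosing: 8.92 µM, single dose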
TCR CD3 inh – inhibitors of human TCR-CD3 interaction. inhibition, % at 9.4 µM. 360,000 tested, 0.37% active. AID 651800. TAMRA-labeled TCR probe fluorescence, biochemical; in the data active = inhibition above about 19%;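 also: recombinant mutant TCR 2C K166C tagged with TAMRA read by polarization; 0% = receptor in buffer alone and 100% = receptor with positive control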
Active calls of the source: *; x = not tested or not shown.

SMILES	LEDGF integ inh	HTRA1 inhibitor	rCAG binder	TDP2 inh	PG9 binder	SIAE inh	PRMT1 FP inh	NR1D1 modulator	mABHD4 FP	TCR CD3 inh
CCOC(=O)C1(CCOc2ccccc2)CCN(Cc2ccc(OC)cc2)CC1	-3	-2	-8	-13	-1.8	-2	-1	-3	4	9
COC(=O)[C@]12C[C@H](CC(=O)NCCCN3CCCC3=O)C(=O)N(CCc3ccc(OC)c(OC)c3)C1=C[C@H](COCc1ccccc1)O[C@@H]2C	-3	x	3	6	x	-1	-1	-4	-2	x
CC1(c2ccccc2Br)NC(=O)N(CC(=O)Nc2ccc(S(N)(=O)=O)cc2)C1=O (configuration not stated)	1	-5	10	4	-1.8	-15	-1	1	-2	-2
CCOc1ccc(NC(=O)CN(C)C(=O)c2cccnc2Sc2ccc(Cl)cc2)cc1OCC	1	-11	-2	2	-1.7	2	0	-2	-7	5
Cc1ccc(-n2ncc3c(=O)n(Cc4cccnc4)cnc32)cc1	-4	1	-3	-5	0.3	-2	4	2	1	-8
Nc1ncccc1C(=O)OCC(=O)N1CCN(S(=O)(=O)c2ccc(Cl)cc2)CC1	0	2	5	11	0.0	-3	4	-2	1	-6
O=C(Cc1ncc(C(F)(F)F)cc1Cl)N1CCN(c2ccccn2)CC1	0	4	-4	5	1.4	-5	-2	1	4	10
Cc1ccccc1N1C(=O)C2ON(c3ccccc3)C(c3ccco3)C2C1=O (configuration not stated)	-4	2	1	-2	0.9	3	10	-1	-2	-9
OC(c1ccccn1)C1CCN(Cc2nc(C(c3ccccc3)c3ccccc3)no2)CC1 (configuration not stated)	0	-9	-8	0	-1.9	5	0	-2	-3	4
COc1cc(/C=C/c2cc(C(=O)O)c3ccccc3n2)cc(OC)c1O	-3	-1	5	-2	-12	-2	1	-1	-1	0
COc1ccc(-c2cc3nc(-c4ccccc4)cc(N4CCCC(O)C4)n3n2)cc1 (configuration not stated)	-4	-58	2	-7	-1.6	-21	4	-6	-21	2
COc1ccc(C(C)=O)cc1COc1ccc(Cl)c(C)c1	-1	-31	-2	7	0.3	4	-3	-6	-14	2
COc1ccc(-c2c(C)cc3oc(=O)cc(-c4ccccc4)c3c2C)cc1OC	5	-35	2	0	0.9	0	-2	8	0	6
O=C(NCc1ccccc1)[C@@H]1CCCN1C(=O)[C@@H](NS(=O)(=O)c1ccc(F)cc1F)C1CCCCC1	2	x	-2	4	-0.4	4	2	2	-8	-7
COC(=O)CCSCC(=O)Nc1cc(C)on1	2	-1	-3	-10	-0.5	3	2	-4	3	1
Cc1ccc2c(c1)C1CS(=O)(=O)N(CCc3ccccc3)C(=O)N1C2 (configuration not stated)	2	x	8	-9	x	-1	7	-3	-9	x
Fc1ccc(COc2ccccc2CNc2nn[nH]n2)cc1	2	7	4	10	-1.4	-1	-3	-3	3	3
O=C(NC1CC1)c1ccc2c(Cl)c3c(nc2c1)CCCC3	-3	0	-8	-4	0.9	-9	9	3	0	-2
O=C(NCCCN1CCOCC1)c1cccc(NC(=O)c2ccccc2)c1	-3	2	-4	14	-0.8	7	-1	1	3	-1
CC1CCN(C(=O)COC(=O)c2ccc(Br)o2)CC1	22*	-5	-1	8	-1.3	-3	2	1	0	13
CCCn1c2ccccc2c2cnn(CC(=O)NC3CCCCC3)c(=O)c21	-6	-7	-2	-7	-0.2	-7	4	-9	8	-7
COc1ccc(-c2ccc(CCC(=O)O)n2C(C)C)cc1	1	-8	5	-11	-0.6	0	5	6	-12	-4
CCOC(=O)c1[nH]c(C)c(C(=O)OCC(=O)NC(=O)NC(C)(C)C)c1C	-2	11	-2	0	2.2	3	2	5	-10	0
O=C1c2ccccc2C(=O)C1c1ccccc1F	3	-3	14	-14	-4.0	3	-4	-3	-2	0
CN(C)C(=O)CSc1nc2ccc(C(=O)c3ccccc3)cc2[nH]1	-1	-1	0	3	-1.0	1	0	-1	-10	4
Cn1nc(C(F)(F)F)c(C(=O)Nc2ccc(F)cc2F)c1Sc1ccc(Cl)cc1	0	-15	-1	-13	-0.3	-5	0	-3	-11	-4
Cc1cccn2c(=O)nc(SCC(=O)N3N=C(c4cccs4)CC3c3ccc(F)cc3)nc12 (configuration not stated)	3	-30	4	12	1.8	1	-2	7	-1	-1
CSc1ccccc1NC(=O)CN(C)C(C)C(=O)NCc1ccc2c(c1)OCO2 (configuration not stated)	2	6	-3	1	0.4	4	-1	-6	27	-1
N=c1c2c(-c3ccccc3)c(-c3ccccc3)n(Cc3ccccc3)c2ncn1CCCO	3	-12	9	-8	2.8	6	5	-7	-2	-3
COc1cccc(C(=O)NNC(=O)c2ccccc2-n2cccc2)c1	6	5	-2	0	-0.7	5	-11	0	-2	8
O=C(Nc1ccccc1N1CCOCC1)c1ccc([N+](=O)[O-])s1	4	-3	-1	-12	-1.2	6	-2	-2	7	4
O=C(c1ccc2c(=O)n(-c3ccccc3)c(=S)[nH]c2c1)N1CCCCC1	1	7	-2	7	-0.6	7	-3	2	3	5
COCCN(Cc1nc(C2(c3ccc(C)cc3)CCCC2)no1)C(C)C	-2	2	-13	13	-1.6	-1	-1	-3	-2	0
C=CCn1c(=S)sc2c(=O)[nH]cnc21	0	x	-1	10	-0.8	6	0	4	-11	2
CCOc1ccccc1/C=C/c1onc(C)c1S(=O)(=O)N1CCC(C(=O)NC)CC1	-4	0	1	-10	0.1	-3	2	6	-7	-1
CCCOc1ccc(CNC(=O)Cc2cccs2)cc1	8	-3	-3	-20	0.5	-7	-5	5	-10	-3
O=C1CS/C(=N\N=C\c2ccccc2Cl)N1CC1CC1	1	-2	-3	4	-0.5	6	-1	-6	-3	8
Cc1cccc(C)c1-n1c(SCC(=O)N2CC(=O)Nc3ccccc32)nc2ccccc2c1=O	5	-21	2	2	-1.5	-1	-1	-5	-13	8
COc1cc(C(=O)N/N=C/c2ccc(OC(=O)N3CCOCC3)cc2)cc(OC)c1OC	-1	1	-3	4	-1.0	4	1	0	-5	0
CC1(C2CC2)NC(=O)N(CC(=O)N2CCN(S(=O)(=O)c3ccc(F)c(F)c3)CC2)C1=O (configuration not stated)	2	9	3	1	-0.5	0	-2	5	-1	-2
CC(C)CC(=O)NC(=S)NCc1ccccc1	0	-8	-5	-17	-0.6	-9	2	1	0	-2
COCCN(C(=O)COC(=O)/C=C/c1cccc(C(F)(F)F)c1)c1c(N)n(CC(C)C)c(=O)[nH]c1=O	0	8	3	5	-1.1	-9	1	1	-2	2
COc1ccc(OC)c(CN2C(=O)COc3ccccc3C2c2nnnn2C2CCCC2)c1 (configuration not stated)	5	x	0	2	x	5	3	-2	-7	x
CN1OC[C@@H]2CN(C(=O)c3cccc4ccccc34)[C@H](c3ccccc3Br)C[C@@H]21	0	x	2	7	-1.5	3	0	0	3	0
COc1ccc(N(CCC(=O)NCCc2ccccc2)S(=O)(=O)c2ccc(C)cc2C)cc1	1	-16	-2	-12	-1.5	0	-3	-4	-11	2
Cn1c(CCNC(=O)C2CCCCC2)nc2cc(NC(=O)c3cccs3)ccc21	-1	-4	-2	17	0.2	10	2	-11	1	-3
COCCNC(=O)CSc1ncnc2sccc12	1	-5	-2	2	1.1	2	-1	1	5	4
COc1ccc(-c2cc3cc4c(cc3cn2)OCO4)cc1	-2	-13	3	6	-0.5	1	0	2	1	6
CSc1nc(N(C)NC(=O)c2ccc(F)cc2)c2ccccc2n1	-1	-3	3	-2	0.8	2	-1	-5	4	6
CCOC(=O)c1c(C)[nH]c(C(=O)OCC(=O)N2CCc3ccccc32)c1C	-2	3	-1	8	-1.0	-8	0	-3	6	-4
Cc1nc(C)c(C(=O)C2=C(O)C(=O)N(CCN3CCOCC3)C2c2ccco2)s1 (configuration not stated)	0	1	2	9	-1.9	-1	-1	-4	6	5
CCCCn1c(SCC(=O)N2CC(C)CC(C)C2)nc2cc(S(N)(=O)=O)ccc21 (configuration not stated)	-6	-5	-6	5	-1.2	5	2	2	-5	4
CCOC(=O)[C@]12CCC=C1N(CCC1=CCCCC1)C(=O)[C@H](CC(=O)N1CCC(c3ccccc3)CC1)C2	-1	x	8	-4	-0.4	2	2	3	-7	-1
COc1ccc(-n2cccc2/C=C/[N+](=O)[O-])cc1	6	25	21	-11	0.1	8	17	4	10	-9
CC(=O)CSc1ccc(-c2nc3ccccc3[nH]2)cn1	-7	-5	-2	-5	-3.8	2	-1	-6	-2	2
Cc1nnc(-c2ccc(Oc3ccc(C)c(C)c3)c([N+](=O)[O-])c2)o1	2	2	-1	0	-2.1	0	-2	-4	-1	2
CCN(CC(=O)Nc1ccccc1OC)C(=O)c1ccc2[nH]c3c(c2c1)CC(C)CC3 (configuration not stated)	-6	-30	6	-9	-0.7	6	5	7	7	-8
CCOC(=O)N1CCN(C(=O)c2cc(-c3ccncc3)nc3ccccc23)CC1	1	0	-2	-9	0.3	1	-4	5	-2	-2
CCc1ccccc1NC(=S)N1CCN(c2cccc(OC)c2)CC1	4	-5	-1	2	-0.7	7	-5	-6	4	4
COC(=O)c1c[nH]n2c(=O)c(Cl)c(C)nc12	1	4	1	6	-0.7	5	-3	-2	4	2

A second format for some results above.
COC(=O)c1c[nH]n2c(=O)c(Cl)c(C)nc12
- LEDGF integ inh = 1
- HTRA1 inhibitor = 4
- rCAG binder = 1
- TDP2 inh = 6
- PG9 binder = -0.7
- SIAE inh = 5
- PRMT1 FP inh = -3
- NR1D1 modulator = -2
- mABHD4 FP = 4
- TCR CD3 inh = 2
Cc1nnc(-c2ccc(Oc3ccc(C)c(C)c3)c([N+](=O)[O-])c2)o1
- LEDGF integ inh = 2
- HTRA1 inhibitor = 2
- rCAG binder = -1
- TDP2 inh = 0
- PG9 binder = -2.1
- SIAE inh = 0
- PRMT1 FP inh = -2
- NR1D1 modulator = -4
- mABHD4 FP = -1
- TCR CD3 inh = 2

(further entries)
SMILES	LEDGF integ inh	HTRA1 inhibitor	rCAG binder	TDP2 inh	PG9 binder	SIAE inh	PRMT1 FP inh	NR1D1 modulator	mABHD4 FP	TCR CD3 inh
COc1cc(C(=O)C(=O)c2ccc(O)c(OC)c2)ccc1O	-6	7	-2	-8	-2.0	-4	-1	8	3	-1
CC[C@@H](C)CN1C(=O)N[C@@H](c2ccccc2)C(C(C)=O)=C1C	18*	1	18	10	2.8	10	5	-2	10	10
Cc1ccc(/C=N/Nc2ccc(Cl)c(C(=O)O)c2)s1	1	8	26	-21	-14	6	10	-4	17	0
CCN(CC)S(=O)(=O)c1ccc(N2CCOCC2)c(NC(=O)c2ccc(=O)[nH]c2)c1	-1	1	4	-8	-1.4	-1	0	-3	2	2
Cc1cc(NC(=O)c2cccc(S(=O)(=O)N3CCCCC3)c2)no1	-1	-4	-4	2	-2.7	2	2	-2	0	-7
CCCn1cc(CN2CCC(n3nccc3NC(=O)c3ccc4c(c3)OCO4)CC2)c(C)n1	-5	3	-3	-16	1.8	5	6	5	-11	4
CCOC(=O)Cc1csc(NC(=O)CCCN2C(=O)c3ccccc3C2=O)n1	1	-1	-3	-1	-3.0	-3	0	5	1	7
O=c1[nH]cnc2nc(-c3ccccc3)c(-c3ccccc3)nc12	1	6	4	6	0.9	0	-2	2	2	14

Bioassay records deposited in PubChem by several laboratories.

Only part of the results is shown. The share of hits here may be higher or lower than overall.
